From PubChem BioAssay
B2AR arrestin = beta2AR (human) beta-arrestin recruitment activity; P07550; beta-arrestin recruitment to beta2AR, cell-based reporter; Potency, µM (doses to about 46.1 µM), inactives show at the highest dose activation, most hits filed as activators; hit rate 0.02% among 330,000; AID 492947;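 further: potency means the concentration at half of the fitted maximal effect; 0% = DMSO controls and full agonism = EC100 isoproterenol or metaproterenol; nearly all actives have a fitted effect of over 65% in size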
Target sequence (P07550 whole entry, looked up): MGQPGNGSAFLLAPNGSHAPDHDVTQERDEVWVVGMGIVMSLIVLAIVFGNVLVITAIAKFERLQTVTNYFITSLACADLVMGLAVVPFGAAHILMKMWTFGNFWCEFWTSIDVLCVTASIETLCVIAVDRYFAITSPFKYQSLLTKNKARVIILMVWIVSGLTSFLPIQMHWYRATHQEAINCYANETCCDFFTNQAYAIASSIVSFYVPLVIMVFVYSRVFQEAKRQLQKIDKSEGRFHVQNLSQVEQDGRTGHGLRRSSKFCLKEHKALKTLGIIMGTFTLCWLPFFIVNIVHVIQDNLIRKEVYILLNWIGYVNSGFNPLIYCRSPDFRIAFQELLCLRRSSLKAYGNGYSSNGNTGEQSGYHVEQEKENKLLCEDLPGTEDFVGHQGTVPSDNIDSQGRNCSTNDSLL
PTAP TSG101 blk = blocks PTAP/TSG101 interaction to inhibit HIV-1 budding; Q99816; Fluorescence polarization, FITC-PTAP peptide / Tsg101 binding; Potency, µM (highest dose often 115 µM), for the others: at the top dose activity change, negative = inhibition, most hits filed as inhibitors; 340,000 tested, under 10 active; AID 493005; active means well fitted inhibition curve with a large enough effect in the main read-out, with a control signal flat, not every such curve was filed as active; inconclusive means small, poorly fitted or top-dose-only effect, or effect the other way, or a change in a side signal; inactive means no such curve, though single readings can be large or run the other way; further: potency means the concentration at half of the fitted maximal effect; % of control where 0% means no effect
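Fluorescence anisotropy tracks displacement of a FITC-tagged PTAP peptide (50 nM) from the Tsg101 binding domain (10 uM), following a 20 min room-temperature incubation at pH 7.5.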
uPA generation = inhibitors of cell surface uPA generation. hit rate 0.31% among 330,000. AID 540303. cell surface uPA generation assay, qHTS. Potency, µM (series often up to 38.3 µM), without a hit: at the top dose activity change, negative = inhibition, actives largely listed as inhibitors; active means well fitted inhibition curve with a large enough effect; inconclusive means small, poorly fitted or top-dose-only effect; inactive means no such curve, though single readings can be large or run the other way; tested in mouse RAW 264.7 cells; further: potency means the concentration at half of the fitted maximal effect; on the % scale 0 is the no-effect control and ±100 the full control effect; nearly all actives have a fitted effect of over 55% in size
Chronic BCR inh = blocks chronic active B-cell receptor signaling; hit rate 0.05% among 340,000; ABC-DLBCL IkBa-CBG/CBR reporter, luminescence ratio, 4 h; Potency, µM (top dose mostly 46.1 µM), inactives show top-dose ratio change, negative = lower green/red ratio, hits mostly inhibitors; active means well fitted inhibition curve with a large enough effect in the signal ratio, with a control signal flat, not every such curve was filed as active; inconclusive means small, poorly fitted or top-dose-only effect, or effect the other way, or a change in a side signal; the % refers to the signal ratio;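 further: potency means the concentration at half of the fitted maximal effect; plate controls were basal doxycycline-induced cells for no effect and cells given 10 µM MG132 for full effect; MG132 reads +100%, hits lower the ratio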
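Cell line TMD8 (human ABC DLBCL), stably expressing tet-inducible CBG68-IkBa fusion and CBR; IMDM/0.5% FBS; cpd up to 46 uM; dox induction, 4 h, 37C/5% CO2; dual luminescence; green/red ratio; MG132 control.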
TCR activator = T cell receptor activation; primary human leukocytes, anti-CD3, IL-2 HTRF, 48 h; Potency, µM (titrated, usually from 9.22 µM), for the others: at the top dose activation of IL-2 secretion, usual class: activators; 330,000 tested, under 10 active; further: % of control where 0% means no effect
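Primary human leukocytes were stimulated with a-CD3 beads plus compounds for 48 hr without co-stimulation; secreted IL-2 was quantified by HTRF using a-IL-2-K (europium cryptate) and a-IL-2-d2, excited at 320nm with acceptor emission read at 665nm.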
Mito fusion yeast = blocks mitochondrial division or promotes mitochondrial fusion; S. cerevisiae fusion-defective mutant growth rescue, CellTiterGlo 48 h; Potency, µM (highest dose often 46.1 µM), inactives show at the highest dose growth rescue (activation), actives largely listed as activators; hit rate 0.23% among 320,000; AID 485298;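 further: potency means the concentration at half of the fitted maximal effect; % of control where 0% means no effect; nearly all actives have a fitted effect of over 45% in size; temperature-sensitive fusion mutants such as fzo1-1 at 37 °C on non-fermentable ethanol glycerol medium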
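Temperature-sensitive fusion-defective S. cerevisiae (e.g. fzo1-1, mgm1-5) were grown with compound in YPEG medium (3% ethanol, 3% glycerol) for 48 hours at 37C. Growth rescue was measured as viability by CellTiterGlo luminescence after 10 minutes at ambient.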
Tb PFK block = blocks T. brucei phosphofructokinase. T. brucei PFK, ADP-Glo luminescence. Potency, µM (doses to about 57.5 µM), without a hit: at the highest dose activity, negative = inhibition, actives largely listed as inhibitors. AID 485367. hit rate 0.17% among 330,000;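 further: potency means the concentration at half of the fitted maximal effect; 0% = uninhibited 1x PFK enzyme wells and -100% = no-enzyme wells; nearly all actives have a fitted effect of over 60% in size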
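1.25 nM PFK with 0.5 mM F6P and 0.1 mM ATP in 0.1 M TEA pH 8.0, 5 mM MgCl2, incubated 45 min at room temperature; ADP measured by ADP-Glo luminescence; compounds titrated up to 57 uM.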
USP2a block = USP2a (human) protease inhibition | O75604 | Potency, µM (top dose mostly 38.3 µM), without a hit: at the highest dose activity change, negative = inhibition, actives largely listed as inhibitors | hit rate 0.01% among 330,000 | USP2 core, Ub-CHOP2 coupled fluorogenic reporter, 485/531;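 further: potency means the concentration at half of the fitted maximal effect; plate controls were DMSO wells for no effect and full inhibition by NEM control for full effect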
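USP2 core (10nM final) preincubated 30min RT with compound in 20mM Tris-HCl pH 8.0, 2mM CaCl2, 2mM beta-mercaptoethanol, 0.05% CHAPS; 25nM Ub-CHOP2 plus 25nM reporter substrate added, fluorescence (Ex485/Em531) read after 60min.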
Eya2 phos inh = Eya2 (human) phosphatase inhibition; AID 488837; hit rate 0.006% among 330,000; Potency, µM (highest dose often 76.9 µM), without a hit: at the highest dose activity, negative = inhibition, usual class: inhibitors; O00167; recombinant Eya2, OMFP fluorescence dephosphorylation (OMFP is methylfluorescein phosphate); further: potency means the concentration at half of the fitted maximal effect; on the % scale 0 is the no-effect control and ±100 the full control effect
Target sequence (O00167 whole entry, looked up): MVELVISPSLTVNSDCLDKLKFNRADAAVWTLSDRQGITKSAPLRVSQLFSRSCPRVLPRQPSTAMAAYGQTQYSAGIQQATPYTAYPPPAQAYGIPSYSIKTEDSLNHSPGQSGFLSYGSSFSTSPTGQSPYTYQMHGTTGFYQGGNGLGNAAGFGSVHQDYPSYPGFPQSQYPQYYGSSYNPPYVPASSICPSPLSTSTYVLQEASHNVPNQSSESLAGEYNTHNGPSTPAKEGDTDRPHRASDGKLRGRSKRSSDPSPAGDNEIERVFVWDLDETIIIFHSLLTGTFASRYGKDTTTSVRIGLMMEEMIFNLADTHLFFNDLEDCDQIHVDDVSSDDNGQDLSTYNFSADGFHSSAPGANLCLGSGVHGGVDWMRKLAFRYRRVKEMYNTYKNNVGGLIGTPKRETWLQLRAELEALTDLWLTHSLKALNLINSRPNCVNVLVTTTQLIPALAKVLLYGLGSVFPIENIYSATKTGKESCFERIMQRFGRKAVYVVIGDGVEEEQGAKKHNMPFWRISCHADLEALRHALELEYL
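Eya2 protein (added as 0.2 uM solution) was preincubated with compound for 10 min at ambient temperature in 50 mM HEPES pH 7.5, 50 mM NaCl, 5 uM MgCl2, 0.05% BSA, 1 mM DTT. OMFP (added at 50 uM) then reacted 10 min; fluorescence read at 485/525 nm.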
TSHR antag = antagonists of human thyroid stimulating hormone receptor; activity change, negative = inhibition, % at 11.5 µM; AID 504810; TSHR-expressing cells, TSH-stimulated cAMP HTRF, 2 h; hits give low values; P16473; hit rate 0.2% among 330,000;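 active means activity change below a set negative limit, meaning inhibition stronger than a set level, cut at about -70% in these data; inconclusive means activity change between two set negative limits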; further: on the % scale 0 is the no-effect control and ±100 the full control effect
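Cell-based HTRF cAMP assay; TSHR cells + compound, TSH EC80 (4nM final), 2 h, 37 deg C. Lysis with anti-cAMP cryptate and cAMP-d2, 30 min RT, read 665/620 nm.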
ELG1 DNA repair = ELG1-dependent DNA repair inhibition | Potency, µM (series often up to 46.1 µM), inactives show at the top dose activity change, negative = inhibition, actives largely listed as inhibitors | hit rate 2.3% among 330,000 | HEK293T ELG1-luciferase reporter, luminescence, 16 h; DNA damage induced by 5-fluorouridine; further: potency means the concentration at half of the fitted maximal effect; on the % scale 0 is the no-effect control and ±100 the full control effect; nearly all actives have a fitted effect of over 55% in size
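Overnight (16 hr) co-exposure of 2,000 cells/well to 5-fluorouridine and compound at 37 °C preceded detection. Luciferase was quantified via ONE-Glo luminescence; loss of signal denotes inhibition.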
* hit, by the source's call; ? = inconclusive; nt = not tested or not shown; [ ] = another dose, or the depositor's remark. Unless noted, the call rests on the fitted dose curve; in most records, active means well fitted curve in the direction sought with a large enough effect; inconclusive means small, poorly fitted or top-dose-only effect, or another doubt; inactive means no such curve, though single readings can be large; an effect the other way counts as inactive or inconclusive.

SMILES	B2AR arrestin	PTAP TSG101 blk	uPA generation	Chronic BCR inh	TCR activator	Mito fusion yeast	Tb PFK block	USP2a block	Eya2 phos inh	TSHR antag	ELG1 DNA repair
COc1cccc(C=O)c1OCCCOc1cccc2cccnc12	-0.8%	-8%	?	?	nt	0%	-2%	-1%	1%	12	?
CCN(CC(=O)Nc1ccc(NC(C)=O)cc1)S(=O)(=O)/C=C/c1ccccc1	0.1%	-2%	?	-13%	-9%	nt	6%	-1%	-40%	121	0%
COc1ccccc1N1CCN(C(=O)CCS(=O)(=O)c2ccc3c(c2)NC(=O)C(C)S3)CC1 (configuration not stated)	-0.5%	-1%	-35%	2%	-6%	9%	0%	-2%	-17%	-9	-29%
COc1cccc(NC(=O)n2ncc3c(C)cccc32)c1	0.3%	-8%	?	?	-7%	-12%	-7%	3%	-10%	-2	?
CCOC(=O)c1c(NC(=O)C2CC(Cl)=CCC2C(=O)O)sc2c1CCCCC2 (configuration not stated)	-0.2%	-1%	3%	13%	-1%	-1%	-18%	2%	7%	-16	-4%
COc1ccccc1-c1nc(S(=O)(=O)c2ccc(Cl)cc2)c(N(C)C)o1	-0.2%	-4%	5%	-1%	0%	-2%	-5%	2%	-3%	3	2%
NC(=O)c1ccsc1NC(=O)COC(=O)C1CC2CCCC(C1)C2=O (configuration not stated)	-0.1%	-2%	0%	-9%	-7%	-1%	7%	0%	9%	0	3%
Cc1cc(OCC(=O)NNC(=S)NC(=O)c2ccc(Br)o2)ccc1Cl	-0.6%	-4%	-10%	?	11%	2%	1%	1%	2%	-15	-4%
O=C(Cn1cnc2c(nnn2Cc2ccc(F)cc2)c1=O)NCc1ccc(F)cc1	-0.1%	1%	-16%	0%	2%	-1%	-5%	-1%	6%	-3	-21%
O=C(Nc1ccc(Cl)cc1)c1cncs1	-0.2%	-1%	1%	-4%	3%	1%	0%	1%	8%	-5	16%
COCc1c(Br)c(C)nc(OCC(=O)N/N=C/c2ccco2)c1C#N	-0.2%	-10%	3%	?	-5%	11%	-13%	1%	5%	10	11%
C/C(=N\N1CCN(Cc2ccccc2Cl)CC1)c1ccc([N+](=O)[O-])cc1	0.2%	-1%	-1%	5%	-1%	-2%	1%	2%	-23%	6	?
Nc1c(N(CCC2=CCCCC2)C(=O)c2ccco2)c(=O)[nH]c(=O)n1Cc1ccccc1	0.5%	-1%	-5%	?	-7%	-5%	3%	3%	7%	19	?
O=C1CCCN1CC(=O)N1CCCC(Nc2cccc(F)c2)C1 (configuration not stated)	2.9%	-1%	13%	1%	4%	-1%	3%	1%	3%	10	5%
Cc1cc(C(=O)Nc2ccccc2[N+](=O)[O-])cs1	-0.7%	1%	-12%	-2%	8%	-3%	0%	1%	8%	4	23%
Cc1ccc2c(c1)N(CC(=O)Nc1nccs1)C(=O)CO2	0.4%	0%	1%	1%	-7%	-4%	-5%	0%	24%	7	4%
O=C(NCc1ccccc1)c1c[nH]c2ccccc2c1=O	-0.6%	-3%	7%	2%	nt	-1%	-6%	-1%	11%	-5	-18%
CCOC(=O)C1CCCN(C(=S)Nc2cc(C)cc(C)c2)C1 (configuration not stated)	0.4%	0%	-3%	-23%	4%	0%	-1%	-2%	4%	-9	-6%
Cc1c2cnn(-c3ccccc3)c(=O)c2c(C)n1CCCC(=O)N1CCN(c2ncccn2)CC1	-1.0%	-8%	0%	7%	-1%	11%	3%	1%	9%	-9	?
O=S(=O)(c1cccc(Br)c1)N1CCN(c2ccnc3cc(Cl)ccc23)CC1	-1.1%	-2%	-7%	2%	1%	0%	2%	-1%	2%	-26	-25%
CCOn1c(=O)c(-c2ccc(OC)c(OC)c2)[n+]([O-])c2ccccc21	-0.5%	-7%	-2%	0%	-2%	-1%	0%	2%	-6%	0	-8%
CCN(CC)S(=O)(=O)c1ccc2c(c1)nc(SC(C)C(=O)NCC1CCCO1)n2CC (configuration not stated)	-0.4%	0%	8%	7%	8%	2%	-2%	0%	-6%	11	1%
O=C(NCC1OCCc2ccccc21)c1ccc(NC(=O)c2ccc(Cl)cc2Cl)cc1 (configuration not stated)	-0.2%	1%	-3%	-15%	-2%[46.1 µM]	-5%	-8%	1%	2%	-11	-3%
Clc1ccc(Cn2ncc3c(NCc4ccccc4)ncnc32)cc1	0.4%	-2%	-8%	?	5%	18%	-19%	-5%	-3%	-7	?

A second format for part of the listing above.
SMILES | B2AR arrestin | PTAP TSG101 blk | uPA generation | Chronic BCR inh | TCR activator | Mito fusion yeast | Tb PFK block | USP2a block | Eya2 phos inh | TSHR antag | ELG1 DNA repair
O=C(NCc1ccccc1)c1c[nH]c2ccccc2c1=O | -0.6% | -3% | 7% | 2% | nt | -1% | -6% | -1% | 11% | -5 | -18%
CCOC(=O)C1CCCN(C(=S)Nc2cc(C)cc(C)c2)C1 (configuration not stated) | 0.4% | 0% | -3% | -23% | 4% | 0% | -1% | -2% | 4% | -9 | -6%
Cc1c2cnn(-c3ccccc3)c(=O)c2c(C)n1CCCC(=O)N1CCN(c2ncccn2)CC1 | -1.0% | -8% | 0% | 7% | -1% | 11% | 3% | 1% | 9% | -9 | ?
O=S(=O)(c1cccc(Br)c1)N1CCN(c2ccnc3cc(Cl)ccc23)CC1 | -1.1% | -2% | -7% | 2% | 1% | 0% | 2% | -1% | 2% | -26 | -25%

Continued.
SMILES	B2AR arrestin	PTAP TSG101 blk	uPA generation	Chronic BCR inh	TCR activator	Mito fusion yeast	Tb PFK block	USP2a block	Eya2 phos inh	TSHR antag	ELG1 DNA repair
CC1(C)Cc2cccc(OCC(=O)Nc3cccnc3)c2O1	-0.1%	-12%	-6%	7%	nt	1%	-1%	4%	10%	-11	-20%
Fc1ccc(CN2CCC(Cc3ccccc3)CC2)cc1F	0.1%	-1%	14%	0%	-22%	-11%	0%	-1%	-6%	-3	-14%
COCCN(C(=S)Nc1ccc(OC)c(Cl)c1)C1CCN(C(C)C)CC1	0.0%	-4%	-1%	?	-4%	-4%	-4%	-1%	4%	-4	27%
CSc1ncc(C(=O)O)c(C)n1	0.1%	0%	1%	2%	-10%	-1%	-6%	2%	2%	12	-18%
COc1cccc(OC)c1OCC(O)CN1CCN(c2ccccc2F)CC1 (configuration not stated)	0.3%	-1%	-3%	0%	13%	-2%	1%	-3%	5%	-4	?
O=C(/C=C/c1cccc([N+](=O)[O-])c1)NCc1ccc2c(c1)OCO2	-0.2%	-7%	-5%	-1%	1%[46.1 µM]	-5%	1%	2%	-3%	-4	6%
Clc1cccc(-c2nc3nc4ccccc4nc3n2Cc2ccccc2)c1	-0.4%	-1%	4%	8%	-4%[46.1 µM]	0%	-10%	-5%	6%	18	?
Cc1cc2nccc(-c3ccc(OCCCF)cc3)n2n1	0.0%	-5%	1%	?	-2%	-26%	1%	5%	-8%	-9	1%
CC(C)Oc1c(N2CCOCC2)c(=O)c1=O	-0.7%	-2%	5%	-7%	-2%	-3%	0%	1%	-7%	-1	8%
Cc1ccc(C(=O)NC2CCN(CC(=O)Nc3ccccc3Cl)CC2)cc1	-1.0%	-2%	-4%	?	4%	-3%	-3%	-1%	-4%	0	7%
CC(C)C(C(=O)Nc1cccnc1)N1C(=O)c2ccccc2C1=O (configuration not stated)	-0.1%	-10%	2%	-6%	5%	2%	-5%	-1%	11%	1	9%
COC(=O)CNC(c1ccccc1)c1cc(Br)ccc1NC(=O)CCN1CCOCC1 (configuration not stated)	2.2%	0%	?	?	-10%[46.1 µM]	?	1%	9%	-1%	5	6%

This is a random part of the collection; any-hit rate near 3%.
